# Compound activity: PubChem, NCI
# All columns: NCI-60 one-dose screen, growth in % after 48 h at 10 µM unless noted; 100 = growth as untreated, 0 = no growth, -100 = all killed.
# SNB-19 – SNB-19 CNS cancer cells | actives 2.5% (n = 81,000) | AID 1794751
# SNB-75 – SNB-75 CNS cancer | actives 5% (n = 79,000)
# A498 – A498 renal cancer cells | actives 5.4% (n = 76,000)
# RXF 393 – RXF 393 renal cancer cells; actives 6.9% (n = 77,000)
# CAKI-1 – CAKI-1 renal cancer. actives 4.7% (n = 75,000). AID 1794772
# ACHN – ACHN renal cancer | actives 4.9% (n = 81,000)
# SF-539 – SF-539 CNS cancer; actives 6.8% (n = 81,000); AID 1794752
# SF-268 – SF-268 CNS cancer cells | actives 3.1% (n = 82,000) | AID 1794759
# * marks the source's active call; other numbers are inactive results; . = not tested or not shown; & = joins results of further samples. How the source made its calls: active means growth percent below 10; inactive means the rest.
# The opening 6 records, to show the layout:
SMILES,SNB-19,SNB-75,A498,RXF 393,CAKI-1,ACHN,SF-539,SF-268
O=c1cc(-c2ccccc2)nc(SCc2ccccc2Cl)[nH]1,94,86,84,98,86,94,93,91
CC(=O)N(Cc1ccccc1)c1nc2c([nH]c3ccccc32)s1,98,109,52,96,88,101,103,103
COc1ccc(-c2nc(NN)nc(N3CCOCC3)c2C#N)cc1,102,80,105,116,91,97,91,101
N#CC1=C(N)Oc2ccc3ccccc3c2C1c1ccc([N+](=O)[O-])cc1 (centres undefined),87,62,85,95,53,77,86,81
CCSc1ccc(C)cc1,108,84,127,114,104,109,107,109
COC(=O)c1cccc([N+](=O)[O-])c1Cn1cc(COc2ccc3c(c2)NC(=O)CC3)nn1,95,105,103,82,97,94,90,104

# Results, previewed entries included:
SMILES,SNB-19,SNB-75,A498,RXF 393,CAKI-1,ACHN,SF-539,SF-268
O=c1cc(-c2ccccc2)nc(SCc2ccccc2Cl)[nH]1,94,86,84,98,86,94,93,91
CC(=O)N(Cc1ccccc1)c1nc2c([nH]c3ccccc32)s1,98,109,52,96,88,101,103,103
COc1ccc(-c2nc(NN)nc(N3CCOCC3)c2C#N)cc1,102,80,105,116,91,97,91,101
N#CC1=C(N)Oc2ccc3ccccc3c2C1c1ccc([N+](=O)[O-])cc1 (centres undefined),87,62,85,95,53,77,86,81
CCSc1ccc(C)cc1,108,84,127,114,104,109,107,109
COC(=O)c1cccc([N+](=O)[O-])c1Cn1cc(COc2ccc3c(c2)NC(=O)CC3)nn1,95,105,103,82,97,94,90,104
COC(=O)c1ccc(Cl)c(NN)c1,115,103,89,115,82,103,88,98
COc1cc(/C=N/NC(=O)Cn2c(C(C)C)nc3ccccc32)ccc1O,99,82,82,96,92,100,94,91
O=C1c2ccccc2C(=O)N1CN1CCC(CCCC2CCN(CN3C(=O)c4ccccc4C3=O)CC2)CC1,94,91,104,102,.,99,98,96
CN1C(=O)C(=Cc2cn(Cc3cn(Cc4cccc5ccccc45)nn3)c3ccccc23)C(=O)N(C)C1=S,91,90,64,85,69,87,87,87
Cc1oc2nc[nH]c(=O)c2c1C(=O)/C=C/c1cc(O)cc2ccccc12,98,76,81,.,83,93,96,98
Nc1c(C(=O)Nc2cccc(Cl)c2)sc2nc3c(cc12)C(=O)CCC3,38,26,49,26,40,54,27,63
O=C(CC(=O)c1ccccc1)Nc1cccc([N+](=O)[O-])c1,104,110,81,112,102,104,98,117
CCSCC1CC(O)(c2ccccc2)C(c2ccccc2)C(c2ccc(F)cc2)O1 (centres undefined),8.8*,-14*,.,-12*,-13*,-14*,4.4*,1.8*
COc1ccc(C(=O)CSc2nc(Nc3cccc(S(N)(=O)=O)c3)c(C#N)c(-c3cc(OC)ccc3OC)n2)cc1,95,99,76,88,71,94,89,95
CC(=O)[C@H]1CC[C@H]2[C@@H]3C[C@@H](C)[C@@]4(O)CC(=O)CC[C@]4(C)[C@H]3[C@H](O)C[C@]12C,103,101,85,145,86,100,99,98
CC#CC(=O)O,108,91,80,108,103,110,104,104
C/C(=N/NC(N)=S)c1ccc([N+](=O)[O-])cc1,104,85,78,85,79,97,93,106
Nc1nn(-c2nc(Nc3ccccc3)nc(Nc3ccc(S(N)(=O)=O)cc3)n2)c(N)c1N=Nc1ccccc1,102,112,100,99,98,106,91,112
CC(C)[C@H](NC(=O)OCc1ccccc1)C(=O)C1CO1 (some centres undefined),101,96,101,105,98,102,104,100
O=C(Cc1ccccc1)Nc1cccc(N=Cc2c(O)ccc3ccccc23)c1,81,69,88,87,71,89,95,85
COc1cc(CNS(=O)(=O)c2ccc(C)cc2)ccc1OCc1cn(-c2ccccc2F)nn1,86,73,54,92,86,93,102,96
Sc1nc2ccccc2s1 (tested in a mixture with another compound),102,88,126,96,89,96,93,112
COC1OC2COC(c3ccccc3)OC2C(O)C1NC(C)=O (centres undefined),104,103,89,100,102,105,107,102
CCOC(=O)c1c(NCC(=O)Nc2ccc([N+](=O)[O-])cc2Cl)sc2c1CCCC2,88,65,57,91,77,89,87,80
# Other compounds follow:
SMILES,SNB-19,SNB-75,A498,RXF 393,CAKI-1,ACHN,SF-539,SF-268
O=C(O)CCCCCNC(=O)OCc1ccccc1,105,74,103,119,.,101,97,100
O=C(O)c1cn(C2CC2)c2cc(N3CCN(C(=O)CSCCO)CC3)c(F)cc2c1=O,99,.,98,107,92,105,103,104
NS(=O)(=O)c1cnccc1Oc1cccc2cccnc12,100,90,99,104,111,102,88,101
CCCCCC(N)c1ccc(Cl)cc1 (centres undefined),98,91,56,90,94,102,94,94
OC(CN1CCOCC1)c1ccc(Cl)cc1 (centres undefined),104,100,110,115,99,102,90,87
COC(=O)CCCc1ccc(CCCC(=O)OC)cc1,100,99,102,104,.,104,101,102
O=C(c1ccccc1)c1no[n+]([O-])c1C(=O)c1ccccc1,97,96,102,133,91,101,97,100
COc1cc(CNC(=O)CCCC/C=C/C(C)C)ccc1OCc1cn(-c2ccc(C)cc2)nn1,78,99,72,102,.,89,100,82
Cc1c(-c2cnccn2)ssc1=S,103,78,69,108,86,94,104,101
COC(=O)/C=C\C(=O)OC,109,.,104,110,112,113,103,113
CC(=O)/C=C\C(C)=O,111,95,116,120,.,106,102,98
NS(=O)(=O)c1ccc(CCN2C(=O)/C(=C/c3ccc(Br)cc3)C=C2c2ccccc2)cc1,91,101,99,.,94,94,88,87
[2H]c1c([2H])c(-n2cc3cccc(C(N)=O)c3n2)c([2H])c([2H])c1C1C([2H])NC([2H])C([2H])C1[2H] (centres undefined),96,79,74,112,.,87,87,91
N#Cc1c(Cl)nc(SCc2ccc([N+](=O)[O-])cc2)nc1-c1ccc(Cl)cc1,99,98,.,72,86,100,94,98
C=C(C)COP(=O)(OCC(=C)C)OCC(=C)C,100,98,85,114,97,98,97,111
CC(=O)c1ccc(-c2cn3ccnc3c(-c3ccc4ncn(C5CCCCC5)c4c3)n2)cc1,96,103,103,101,111,96,97,95
CNC(=O)c1ccc(C(C)C)cc1,102,84,98,114,101,108,97,98
Cc1ccc2c(n1)C(=O)C(Cl)=C(Nc1ccc(C)c(C)c1)C2=O,56,88,72,86,90,57,60,79
COc1ccccc1C(=O)Cc1ccccc1,97&102,101&88,82,103&110,91&98,104&102,104&106,104&102
COc1ccc(OCC(O)CN2CCN(c3ccccc3Cl)CC2)cc1 (centres undefined),103,89,126,90,88,99,100,102
Nc1ccc(N=Nc2ccc(N)cc2)cc1,101,75,89,101,84,98,90,77
O=C(O)c1cccc(-n2c(O)c(C=C3N=c4ccccc4=N3)sc2=S)c1,103,75,97,96,85,100,94,94
C=C1CCC2C(C)(CO)C(O)CCC2(C)C1CC(NCc1ccccc1)C1=CCOC1=O (centres undefined),101,.,106,103,90,100,101,87
O=C(c1ccccc1)C(NCc1ccccc1)c1ccccc1 (centres undefined),103,97,106,103,.,111,101,106
O=C(CSc1nc(-c2ccccc2)cn1-c1ccc(Cl)cc1)c1ccc([N+](=O)[O-])cc1,91,94,75,71,89,95,92,-87*

# As entered above:
# Cc1ccc2c(n1)C(=O)C(Cl)=C(Nc1ccc(C)c(C)c1)C2=O @ SF-268 = 79
# N#Cc1c(Cl)nc(SCc2ccc([N+](=O)[O-])cc2)nc1-c1ccc(Cl)cc1 @ RXF 393 = 72

# Carrying on:
SMILES,SNB-19,SNB-75,A498,RXF 393,CAKI-1,ACHN,SF-539,SF-268
O=C(O)c1cc(O)c(O)c(O)c1,97&98,87&85,102&100,114&122,108&97,97&101,115&109,109&117
S=c1n(CN2CCOCC2)nc(-c2cc(-c3ccccc3)nc3ccccc23)n1-c1ccccc1,99,76,96,121,89,103,98,93
Nc1nc(N)c(N=Nc2ccc(S(=O)(=O)c3ccc(N=Nc4c(N)nc(N)[nH]c4=O)cc3)cc2)c(=O)[nH]1,101,99,109,105,87,100,103,104
NS(=O)(=O)c1cccc(Nc2nc(SCc3ccc([N+](=O)[O-])cc3)nc3ccccc23)c1,74,38,57,52,39,34,53,60
COc1ccc2c(/C=C3/C(=O)NC(=S)NC3C)cc(=O)oc2c1 (centres undefined),102,87,92,98,.,108,101,89
O=C(NCCc1ccccc1)Nc1ccc2cc3ccc(NC(=O)NCCc4ccccc4)cc3nc2c1,-32*,17,.,-22*,87,100,-62*,-54*
CCOC(=O)c1oc2cc(O)cc(C)c2c1C,93,107,100,102,114,99,85,87
N#C/C(=C\c1ccc(-c2cccc(C(F)(F)F)c2)o1)c1nc(-c2cccs2)cs1,97,86,105,108,86,100,98,100
C=C(C(=O)O)c1ccccc1,109,81,117,104,109,114,114,112
COc1ccc(C/C(C)=C(\c2ccc(Cl)cc2)c2ccc(OCCN)cc2)cc1,100,101,106,110,96,103,105,106
CC(=O)Nc1cccc(F)c1,98,94,242,107,93,108,96,95
CC1CC=CCC1COC(=O)CCCCC(=O)OCC1CC=CCC1C (centres undefined),98,96,100,108,.,103,97,102
COC(=O)[C@@]12CC[C@@H](C)[C@]3(C[C@@H](c4ccoc4)OC3=O)[C@H]1CC[C@@H]1O[C@@]12C,102,86,.,118,94,105,105,95
CCCCOc1nc2ccc(Cl)cc2cc1/C=C/C(=O)/C=C(/C=C/c1cc2cc(Cl)ccc2nc1OCCCC)OB(F)F,105,93,86,121,90,99,114,98
O=C(O)C1=C(C(=O)O)C2CCC1C2,98,89,127,103,107,102,99,104
COC(=O)c1cc(NC(=O)c2cc([N+](=O)[O-])cn2C)c2cccc(C(=O)OC)c2c1,85,85,.,.,95,100,92,83
COc1cccc(CC2(N3CCC(CN(CC(F)(F)F)C(=O)c4cc5ccccc5[nH]4)CC3)CC2)c1,81,72,.,75,56,67,74,67
COc1ccccc1/C=C1\Oc2cc(OCCCN3CCCC3)ccc2C1=O,91,83,77,.,78,97,76,90
ON=C(C1CC1)C1CC1,98&100,98,103,117&110,102&103,104&107,102&101,113&121
CC(Sc1nc2ccccc2c(=O)n1CCc1ccc(S(N)(=O)=O)cc1)C(=O)Nc1ccc(F)cc1 (centres undefined),98,95,.,77,86,100,94,88
COc1ccc(S(=O)(=O)N2C(=O)N[C@H](OC)[C@H]2OC)c(OC)c1,105,99,102,118,89,101,98,108
Cc1nc(Sc2nc3ccc([N+](=O)[O-])cc3s2)sc1C,35,53,46,-2.1*,29,11,.,19
CCOC(=O)c1nn(C)c(=S)[nH]c1=O,104,101,101,121,96,101,100,107
Cc1ccc(C#N)cn1,100,83,97,97,99,110,92,110
Cc1nc2sc(C(=O)Nc3ccc4c(c3)OCCO4)c(N)c2cc1C(C)O (centres undefined),98,.,87,107,99,109,95,102

# Record cards, from the list above. Screens in order: SNB-19 | SNB-75 | A498 | RXF 393 | CAKI-1 | ACHN | SF-539 | SF-268
# Nc1nc(N)c(N=Nc2ccc(S(=O)(=O)c3ccc(N=Nc4c(N)nc(N)[nH]c4=O)cc3)cc2)c(=O)[nH]1 across the screens: 101 | 99 | 109 | 105 | 87 | 100 | 103 | 104
# O=C(NCCc1ccccc1)Nc1ccc2cc3ccc(NC(=O)NCCc4ccccc4)cc3nc2c1 across the screens: -32* | 17 | . | -22* | 87 | 100 | -62* | -54*
# CCOC(=O)c1nn(C)c(=S)[nH]c1=O across the screens: 104 | 101 | 101 | 121 | 96 | 101 | 100 | 107

# (more compounds)
SMILES,SNB-19,SNB-75,A498,RXF 393,CAKI-1,ACHN,SF-539,SF-268
CN(C)CCOc1ccc(C(=O)C2[C@H](c3ccc(Cl)cc3)[C@@H](c3ccccc3)NC23C(=O)Nc2ccc(Cl)cc23)cc1 (some centres undefined),-96*,-91*,-96*,-92*,-99*,-100*,-99*,-64*
COc1ccc2c(c1)c(CC(=O)OCC(C)c1ccc(CC(C)C)cc1)c(C)n2C(=O)c1ccc(Cl)cc1 (centres undefined),97,104,.,111,91,103,101,94
COc1ccc(/C=N/NC2=NC3C(S2)N(C)C(=O)N3C)cc1 (centres undefined),35,8.1*,-18*,-19*,24,43,2.2*,48
COc1cc2nc3cc([N+](=O)[O-])ccc3c(NCCNCC(C)O)c2cc1OC (centres undefined),-10*,-60*,-34*,-56*,19,2.7*,-22*,-15*
CC(=O)/C(=C/N1CC(=O)NC1=S)C(=O)Nc1ccccc1,114,89,105,109,91,97,94,96
CCCCN(CCCC)CCCNc1c2c(nc3cc(Cl)ccc13)CCCC2,113,86,92,79,83,105,83,88
CC(C)(C)n1nnnc1C(NC12CC3CC(CC(C3)C1)C2)c1c2ccccc2cc2ccccc12 (centres undefined),88,92,.,102,86,93,103,91
COC(=O)Nc1nc2ccc(C(=O)c3cccc(I)c3)cc2[nH]1,34,-15*,-15*,.,5.4*,17,-26*,22
C#Cc1cnc(Nc2ccc(OC)cc2)nc1NCCCNC(=O)C1CCC1,85,83,78,24,38,44,44,41
CCCCCCCCCCCCCCCCC1CC(=O)OC1=O (centres undefined),105,101,.,116,98,110,104,113
CCCCCCOc1ccc(C(=N)N(CCCC)CCCC)c2ccccc12,-89*,-99*,.,-95*,-84*,-92*,-93*,-84*
Cc1ccccc1NC(=O)/C=C/c1ccc(OCCCOc2ccc3c(C)cc(=O)oc3c2)cc1,98,100,99,109,93,105,104,105
Cc1nc2c(nnn2-c2ccccc2)c2nc(-c3ccc(Cl)cc3)oc(=O)c12,107,91,105,104,95,107,97,103
COc1ccc(/C=C(/c2ccc([N+](=O)[O-])cc2)c2nn[nH]n2)c2ccccc12,101,92,112,109,86,106,104,105
CCCCn1cnc2c(SCc3ccccc3)nc(N)nc21,95,97,81,98,88,103,102,87
